EWS-Fli block = EWS/Fli-driven NR0B1 reporter inhibitors, primary screen, A673 cells, NR0B1 luciferase, luminescence, MLPCN library. 350,000 tested, 0.67% active. viability-normalised. inhibition, % at 12.6 µM;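 active means mean inhibition of at least 50% after viability correction, with every replicate also passing that limit; inconclusive means mean reaches 50% but only one of two replicates passes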;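 further: firefly luciferase signal divided by Alamar Blue viability fluorescence both relative to DMSO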
PAX8 reporter = inhibitors of PAX8-driven TPO luciferase reporter, primary screen, RMG-I cells, single concentration; AID 652154, 2013; inhibition, % at 12.6 µM; SteadyGlo, 24 h; 360,000 tested, 1.2% active;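 active means mean replicate inhibition at least 60% with every replicate also reaching 60%; inconclusive means only one of the two criteria is met; inactive means mean below 60% and not all replicates reaching 60%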;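 further: luciferase light reporting Pax8 driven TPO promoter activity; plate controls were median of neutral control wells for no effect and mitoxantrone controls for full effect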
DENV2 CPE = inhibitors of DENV2 cytopathic effect, primary screen, cell-based, plate reader, single concentration; CPE inhibition, % at 9.99 µM; DENV2-infected cells, cytopathic effect rescue; 350,000 tested, 1.7% active; in the data active means CPE inhibition above about 20%, passing the limit was not always enough; inconclusive means no clear call, values can overlap the other calls; tested in BHK-21 cells;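 further: 0% = median of neutral control wells and 100% = median of positive control wells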
FN deposition inh = inhibitors of fibronectin matrix deposition, primary screen, AH1F cells, Alexa488-fibronectin fluorescence, plate reader; 350,000 tested, 0.086% active; AH1F fibroblasts, overnight; inhibition, % at 12.6 µM;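 active means mean inhibition across replicates of 30% or more, regardless of how many single replicates reach that level; inconclusive means mean under 30% yet at least half of replicates reach 30%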;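 further: positive control wells lacked labelled fibronectin entirely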
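Test system: AH1F fibroblast monolayer depositing Alexa488-labelled fibronectin into matrix. Input: 10000 cells per well. Technique: fluorescence, ex 485 nm, em 525 nm. Buffer or medium: DMEM plus 2% serum, read in PBS. Timing: 1 h cell adhesion before compound, then overnight fibronectin incubation. Compound: single dose, pinned. Read-out basis: inhibition from reduced deposited-fibronectin fluorescence.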
INS-1E GSIS act = GLuc luminescence reporter in INS-1E cells, primary screen for activators of glucose-dependent secretion of insulin; INS-1E GLuc reporter insulin secretion, 2-3 h; AID 743287, 2014; 370,000 tested, 0.61% active; activation, % at 16.6 µM;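 active means lowest replicate activation of at least 40%, so every replicate reaches that level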;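 further: 0% = median of neutral control wells and 100% = median of IBMX positive control wells; some compounds called inactive have numbers as strong as hits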
miR-122 sensor = miR-122 Renilla sensor signal increase in Huh7, primary screen, miR-122 inhibitor project, cell-based, single point, plate reader; Huh7 miR-122 Renilla luciferase sensor, 48 h; neutral wells = 0, positive control = 100; activation (reporter increase), % at 12.5 µM; 340,000 tested, 0.3% active; AID 602342, 2012;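 active means mean replicate activation score at least 90 and every replicate individually at or above 90; inconclusive means only one of the two criteria met; inactive means neither criterion met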;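 further: higher luciferase means less miR-122 activity so hits act as miR-122 inhibitors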
F508del corr = F508del CFTR correction, initial screen, CFBE line, single point | activity (quench increase), % at 7.58 µM | 350,000 tested, 0.36% active | CFBE cells, YFP halide quenching; stimulated with forskolin plus potentiator P3; % fluorescence drop versus neutral controls;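 active means mean added fluorescence quench of at least 8% versus neutral control, with both replicates also reaching 8%; inconclusive means only one of the mean or replicate conditions met; inactive means mean below 8% and not both replicates reaching 8%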;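 further: cells transiently co-express mutant CFTR-F508del with the halide-sensitive YFP; corrector assay measuring rescue of mutant channel to the surface after 24 h compound exposure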
Starred values were filed as active, the others as inactive; u = inconclusive; x = no result given; & = joins results of further samples; [ ] = another dose, or the depositor's remark.

SMILES	EWS-Fli block	PAX8 reporter	DENV2 CPE	FN deposition inh	INS-1E GSIS act	miR-122 sensor	F508del corr
CCOc1ccccc1C(=O)NCC(=O)O	5	x	-1	x	x	-1	-0.5
C[C@H](CO)N1C[C@H](C)[C@H](CN(C)C(=O)Nc2cccc3ccccc23)Oc2ncc(C#Cc3cccc(F)c3)cc2C1=O	-2	x	-5	11	-10	-1[16.7 µM]	3.3
Cc1csc(CNC(=O)c2cc(COc3c(C)cccc3C)on2)n1	-15	-5	8	-16	-4	2	0.1
COc1cccc(NC(=O)N[C@@H]2C=C[C@@H](CC(=O)N3CCOCC3)O[C@H]2CO)c1	6	-5	7	4	-2	x	-3.6
Cc1noc(C)c1S(=O)(=O)Nc1ccc2c(c1)C(=O)N([C@@H](C)CO)C[C@@H](C)[C@@H](CN(C)C)OCCCC[C@@H](C)O2	-10	-18	u	-6	8	1[16.7 µM]	-2.7
CN(c1ccccc1C(=O)NCc1ccccn1)S(C)(=O)=O	x	5	x	-6	x	-1	x
O=C(Nc1scc(-c2ccc(Br)cc2)c1C(=O)O)c1ccccc1F	-56	21	-13	-9	x	4	-0.1
COc1ccc(C(CC(=O)O)NC(=O)c2ccccc2[N+](=O)[O-])cc1 (stereo not drawn)	-3	4	-11	0	7	x	-5.0
CCOC(=O)Cc1csc(NC(=O)CSc2nnc(-c3ccncc3)o2)n1	10	-6	0	8	-2	-6	0.2
COC(=O)c1cccc(-n2c(C)cc(C=O)c2C)c1C	-9	-48	-1	1	6	-8	x
C/C=C/c1ccc(C2[C@@H]3CN(S(=O)(=O)c4cn(C)cn4)C[C@H]2N3)cc1 (stereo partly drawn)	6&-3	11&-18	u	-4&-11	1&8	x	-0.2&0.2
O=C1CC2(CCCCC2)Oc2ccc(OCC(=O)N3CCOCC3)cc21	-2	x	3	x	x	7	-2.6

Some values from the entries so far.
In F508del corr, O=C1CC2(CCCCC2)Oc2ccc(OCC(=O)N3CCOCC3)cc21 is listed with -2.6
In DENV2 CPE, CCOc1ccccc1C(=O)NCC(=O)O is listed with -1
In F508del corr, COc1cccc(NC(=O)N[C@@H]2C=C[C@@H](CC(=O)N3CCOCC3)O[C@H]2CO)c1 is listed with -3.6

Further compounds follow:
SMILES	EWS-Fli block	PAX8 reporter	DENV2 CPE	FN deposition inh	INS-1E GSIS act	miR-122 sensor	F508del corr
CC(C)Cc1csc(NC(=O)c2ccc(Br)cc2)c1C(=O)O	0	9	4	1	15	-14	-1.6
Cc1ccc(Sc2nc3ccc(C)cn3c(=O)c2/C=N/O)cc1	8	0	1	-2	14	-4	0.3
C[C@@H]1CCCCO[C@H](CN(C)Cc2ccccc2)[C@@H](C)CN([C@@H](C)CO)C(=O)c2cc(NC(=O)c3ccccc3)ccc2O1	5	-21	54*	19	-26	-2[16.7 µM]	-0.1
CCN(CC)C(=O)c1[nH]cnc1C(=O)N[C@@H](C)c1ccccc1	-6	-24	-1	11	x	-7	-1.3
COc1ccc(C2/C=C\CN3CCC[C@H]3C(=O)N2Cc2ccc(F)cc2)cc1 (stereo partly drawn)	-3	9	3	-15	-7	-6	1.3
NC(=O)c1ccc(N2CCN(c3ncc(C(F)(F)F)cc3Cl)CC2)cc1	-17	1	-2	-6	-9	-3	-0.3
COc1ccc(CN(C)C[C@H]2Oc3ccc(NS(=O)(=O)c4cn(C)cn4)cc3C(=O)N([C@H](C)CO)C[C@H]2C)cc1	-4	-10	2	x	14	1[16.7 µM]	3.2
Cc1csc(=O)n1CC(=O)OCC(=O)Nc1ccc(F)c(F)c1	-4	-9	7	1	0	-3	-1.6
CCOC(=O)c1c(-c2ccccc2)csc1NC(=O)c1nn(CC)cc1Br	-7	x	x	x	7	x	2.4
c1ccc(-c2nc3ccccc3nc2-c2ccc(CN3CCC4(CC3)CNc3ccccc34)cc2)cc1	22	33	-5	2	x	x	0.7
COc1ccc(S(=O)(=O)N2C[C@H]3CON(C)[C@H]3C[C@H]2c2ccc(-c3cccc(F)c3)cc2)cc1	1	14	-3	8	-9	-5	-2.8
CCN(CC)CCn1c2ccccc2c2n[nH]c(=S)nc21	4	21	-3	-7	-9	x	2.5
Cn1c(Cn2c(=O)sc3ccccc32)nnc1SCC(=O)N1CCN(c2ccccc2)CC1	-12	14	1	5	-2	-5	-6.2
COc1ccccc1S(=O)(=O)N[C@H]1CC[C@@H](CC(=O)N2CCN(C)CC2)O[C@H]1CO	4	11	-3	7	9	-9[16.7 µM]	-2.2
O=C(Nc1nccs1)c1ccc(COc2ccccc2)o1	-90	-88	2	0	-3	16	3.2
CN1[C@@H]2CN(C(=O)Nc3cc(F)ccc3F)c3ccccc3[C@@H]2[C@@H]1CO	3	3	5	-32	6	-25[16.7 µM]	-2.2
O=C(Nc1cccc(F)c1)N1C[C@H]2[C@@H](c3ccccc31)[C@@H](CO)N2C(=O)c1ccccc1F	-6	10	-5	x	-2	19[16.7 µM]	-3.4
N#Cc1ccc(-c2ccc3c(c2)[C@H]2[C@H](CCN2C(=O)Cc2ccccc2)[C@@H](CO)N3)cc1	19	15	-19	1	-19	23[16.7 µM]	0.6
CCC[C@@H](OS(N)(=O)=O)[C@@H](Cc1ccccc1)C(=O)OCC	3	-5	-6	-8	0	-6	-1.3
CC1(C(=O)NS(C)(=O)=O)CCN1C(=O)Cc1ccc(Cl)cc1Cl (stereo not drawn)	-3	-2	-2	0	15	4	3.1
O=C(NCC1CCN(Cc2ccccc2)CC1)[C@H]1O[C@@H](n2ccc(=O)[nH]c2=O)[C@H](O)[C@@H]1O	-8	-5	-1	10	26	x	6.9
CC(/C=C/c1ccc2c(c1)OCO2)=N\NC(=O)c1ccccc1	-4	-24	14	2	1	x	-0.9
Cc1ccc(-c2noc(CSc3nnc(CCc4ccccc4)n3-c3ccccc3)n2)cc1	8	x	x	x	-41	9	-0.2
COc1ccccc1Nc1nnc(SCC(=O)N2CC(=O)Nc3ccccc32)s1	x	-3	x	0	-3	7	x
CC(C)(C)S(=O)(=O)c1ccsc1C(=O)O	8	17	-4	-7	0	x	x
COc1cc(CC(=O)NCCc2ccc(S(N)(=O)=O)cc2)cc(OC)c1OC	x	-9	x	7&1	x	3	x
COc1ccc(OC)c(NC(=O)c2ccc(CSc3ncccn3)cc2)c1	-18	14	x	-17	-1	5	-1.6
Cc1nn(-c2ccccc2)c(Cl)c1/C=N/NC(=O)c1ccn[nH]1	-43	-70	-8	8	-4	3	1.0
CNC[C@@H]1Oc2ccc(NS(C)(=O)=O)cc2C(=O)N([C@@H](C)CO)C[C@@H]1C	-2	7	x	x	12	-2[16.7 µM]	1.5
CC1CC(NC(=O)CCn2c(=O)oc3ccccc32)CC(C)(C)C1 (stereo not drawn)	2	-12	7	-4	x	x	2.2
Cc1nn(C)c(C)c1S(=O)(=O)NC1CCCc2ccccc21 (stereo not drawn)	x	13	x	4	x	-3	x
O=C(Nc1ccccc1F)N[C@@H]1CC[C@@H](CCNC(=O)C2CCOCC2)O[C@@H]1CO	-8	2	4	4	9	x	-0.8
CCC(c1nnc(SCC(=O)Nc2cccnc2Cl)n1-c1ccccc1)N(C)C (stereo not drawn)	-5	11	0	-20	32	x	x
C[C@@H]1CN([C@H](C)CO)C(=O)Cc2cc(NC(=O)C3CC3)ccc2O[C@@H]1CN(C)Cc1ccccc1	-11	4	u	x	-6	-4[16.7 µM]	-1.1
O=C(NCC[C@@H]1CC[C@@H](NS(=O)(=O)Cc2ccccc2)[C@H](CO)O1)C1CCOCC1	-4	-11	u	x	13	x	-3.0
Cc1ccc(C(=O)N2CC=C(c3ccccc3)CC2)o1	-2	-14	-1	-8	0	2	-1.9
CCOC(=O)c1cocc1C(=O)O	4	2	-1	-4	13	-2	4.1
CN1OC(COC(=O)c2ccc(Cl)cc2Cl)CC1c1ccccc1 (stereo not drawn)	x	2	x	-3	x	1	x
CNC[C@@H]1Oc2c(NC(=O)Nc3ccc4c(c3)OCO4)cccc2C(=O)N([C@H](C)CO)C[C@@H]1C	-4	-5	x	6	-2	1[16.7 µM]	-0.3
COc1ccc([C@H]2CC(=O)C=C(c3ccc(Cl)c(C(F)(F)F)c3)C2)cc1OC	8	10	3	-3	-1	x	2.0
CC(C)(C)N=Cc1c(O)ccc2oc3c(c12)CCCC3	-19	33	0	2	-7	-8	-1.4
Fc1ccc(CN2CCN(C(=S)NCCc3ccccc3)CC2)c(Cl)c1	12	1	12	-7	-53	x	3.2
CC(C)C(=O)Nc1cccc(NC(=O)c2cccnc2)c1	x	4	x	0	x	3	x
CCOC(=O)c1cc(-c2ccc(OC(F)F)cc2)nc2c1c(=O)[nH]c(=O)n2C	x	-4	x	3	27	3	x
O=C(Nc1c2c(nn1-c1ccccc1)CSC2)c1ccc(N2C(=O)CCC2=O)cc1	-1	-6	9	-4	3	x	0.3
CC1(C)CC(NC(=O)C23CCC(C)(C(=O)C2=O)C3(C)C)CC(C)(C)N1 (stereo not drawn)	0	2	10	2	1	-7	1.1
O=C(Nc1cccc2ccccc12)c1ccc2sc([C@@H]3O[C@H](CO)[C@@H](O)[C@H]3O)nc2c1	-59	-69	-7	12	1	-3	1.4
CC1C(=O)N(Cc2cn(CCC3OCCCO3)nn2)CCS(=O)(=O)N1Cc1ccc(-c2ccc(F)nc2)cc1 (stereo not drawn)	2	3	6	7	2	1	-5.8
CN(CC1CCCN(CCc2ccc(Cl)cc2)C1)C(=O)CC(F)(F)F (stereo not drawn)	16	-16	19	-3	0	x	1.3
COC(CNC(=O)C1CCN(S(=O)(=O)c2cccc3nsnc23)CC1)OC	x	-2	1	1	9	-2	0.3
CC(/C=C/C1(O)C(C)CC(O)CC1(C)C)OC1OC(CO)C(O)C(O)C1O (stereo not drawn)	-5	x	u	x	3	-3	-1.4
COc1ccc(N2CCN(S(=O)(=O)CCNC(=O)COc3cccc(OC)c3)CC2)cc1	-1	5	-5	7	-4	1	2.0
C[C@@H]1CN([C@@H](C)CO)C(=O)c2cc(NC(=O)Nc3ccc(C(F)(F)F)cc3)ccc2O[C@@H](C)CCCCO[C@H]1CN(C)C(=O)c1ccccc1	6	84*	26*	x	1	1[16.7 µM]	5.0
O=C(C[C@H]1C[C@H]2c3cc(NC(=O)Nc4ccc(F)cc4)ccc3O[C@H]2[C@H](CO)O1)NC1CCCCC1	-3	-3	13	-13	-5	6[16.7 µM]	-2.0
CCc1cc(-c2nnn(CCC3COCCO3)c2CC)cc(CC)c1-c1cn(Cc2ccc3ccccc3c2)nn1 (stereo not drawn)	12	29	0	18	4	-2	6.8
COc1cccc(-c2ccc3c(c2)[C@@H]2[C@@H](CCN2C(=O)CN(C)C)[C@H](CO)N3C)c1	-2	-6	-1	-4	0	4[16.7 µM]	-1.1
CCc1ccc2[nH]c(O)c(N=NC3=NC(=O)CS3)c2c1	13	36	1	-1	23	-8	-1.5
CC(C)CCNC(=O)CN(Cc1ccco1)C(=O)c1snc(C(N)=O)c1N	7	-7	-1	x	12	6	-0.8
C=CCN(Cc1cccc(OC)c1OC)S(=O)(=O)N(C)C	7	x	x	x	1	1	3.1
O=C(Nc1cccc(F)c1)N[C@@H]1CC[C@H](CCn2cc(Cc3ccccc3)nn2)O[C@H]1CO	-6	6	4	x	-18	x	0.6

Limited to INS-1E GSIS act and PAX8 reporter, for some of the entries so far:
SMILES	INS-1E GSIS act	PAX8 reporter
CCC[C@@H](OS(N)(=O)=O)[C@@H](Cc1ccccc1)C(=O)OCC	0	-5
CC1(C(=O)NS(C)(=O)=O)CCN1C(=O)Cc1ccc(Cl)cc1Cl (stereo not drawn)	15	-2
